SARS 3CLpro inh: SARS-CoV 3CLpro protease inhibition. 290,000 compounds, 0.14% hits. AID 1706. P0C6X7. recombinant SARS-CoV 3CLpro, quenched FRET peptide cleavage. inhibition, % at 6 µM; in the data active = inhibition above about 12%
Mtb FBA inh: inhibits M. tuberculosis FBA enzyme. inhibition, % at 1 µM. 360,000 compounds, 2.3% hits. P9WQA3. AID 588726. purified M. tuberculosis FBA, fluorescence read-out; in the data active = inhibition above about 27%;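 also: 0% = vehicle and 100% = reference inhibitor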
Target sequence (P9WQA3 whole entry, looked up): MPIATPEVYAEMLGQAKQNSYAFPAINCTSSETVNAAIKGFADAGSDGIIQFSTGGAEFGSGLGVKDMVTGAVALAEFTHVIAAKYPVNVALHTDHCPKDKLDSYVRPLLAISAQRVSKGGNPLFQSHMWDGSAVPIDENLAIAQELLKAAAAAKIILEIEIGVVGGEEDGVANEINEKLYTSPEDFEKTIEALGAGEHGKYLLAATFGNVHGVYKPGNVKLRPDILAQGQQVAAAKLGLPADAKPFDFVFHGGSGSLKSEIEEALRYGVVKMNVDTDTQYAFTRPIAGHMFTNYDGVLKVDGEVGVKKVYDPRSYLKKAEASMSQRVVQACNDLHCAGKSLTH
SSB-PriA inh: inhibitors of Klebsiella pneumoniae PriA binding to SSB C-terminal tail; AlphaScreen SSBct-PriA binding, biotinylated peptide; inhibition, % at 33 µM; 430,000 compounds, 0.6% hits; in the data active = inhibition mostly above about 37%, no sharp cut-off; inactive = mostly below about 20%;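 also: plate controls were negative control peptide for no effect and reference peptide for full effect; strong numbers were not always called active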
GDH-TPI inh: GDH-TPI coupled enzyme inhibition counter-screen; GDH-TPI coupled enzyme counterscreen, NADH absorbance; inhibition, % at 4.8 µM; 360,000 compounds, 1.2% hits; in the data active = inhibition above about 30%;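 also: 0% = DMSO wells and 100% = wells lacking the enzyme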
UGM FP inh: blocks M. tuberculosis UGM enzyme | P9WIQ1 | purified UGM, fluorescence polarization probe displacement | inhibition, % at 10 µM | 320,000 compounds, 0.06% hits; in the data active = inhibition above about 10%, passing the limit was not always enough
BH1578 lux ind: induces V. cholerae light production without autoinducers | V. cholerae BH1578 lux reporter, luminescence, 6 h | activation, % at 18.7 µM | 350,000 compounds, 0.16% hits | AID 588436; in the data active = activation mostly above about 9.7%, no sharp cut-off; also: not every result past the cut was called active; inactives centre near 0; reference of the scale not given here
BioA inh: blocks M. tuberculosis BioA enzyme activity | purified M. tuberculosis BioA enzyme, plate reader | inhibition, % at 9.99 µM | 360,000 compounds, 0.096% hits | AID 602481; in the data active = inhibition above about 40%
MazEF act: MazEF (E. coli) toxin RNase activation. 350,000 compounds, 0.32% hits. activation, % at 20 µM. FAM/BHQ RNA-DNA oligo cleavage fluorescence, 5 h. P0AE70; in the data active = activation above about 50%
Target sequence (P0AE70 whole entry, looked up): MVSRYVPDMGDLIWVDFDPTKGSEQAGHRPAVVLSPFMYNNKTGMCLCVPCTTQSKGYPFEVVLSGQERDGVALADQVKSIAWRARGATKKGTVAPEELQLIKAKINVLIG
Rv3671c inh: inhibitors of M. tuberculosis serine protease Rv3671c. P9WHR9. inhibition, % at 5.96 µM. 320,000 compounds, 0.048% hits. AID 2606; in the data active = inhibition above about 38%;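 also: extracellular domain of Rv3671c used as enzyme; 0% = enzyme with DMSO and 100% = no enzyme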
Target sequence (P9WHR9 whole entry, looked up, the tested form may be a part): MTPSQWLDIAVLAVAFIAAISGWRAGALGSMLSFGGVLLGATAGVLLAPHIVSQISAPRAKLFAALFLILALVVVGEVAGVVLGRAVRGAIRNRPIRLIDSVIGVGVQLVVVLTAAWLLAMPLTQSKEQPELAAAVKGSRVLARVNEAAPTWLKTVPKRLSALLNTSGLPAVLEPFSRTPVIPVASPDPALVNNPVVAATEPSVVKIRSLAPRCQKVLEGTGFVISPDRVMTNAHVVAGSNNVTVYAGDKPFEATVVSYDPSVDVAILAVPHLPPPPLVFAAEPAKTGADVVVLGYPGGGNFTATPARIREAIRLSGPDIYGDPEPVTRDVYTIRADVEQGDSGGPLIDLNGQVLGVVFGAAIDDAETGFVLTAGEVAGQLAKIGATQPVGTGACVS
VHR inh abs: blocks human VHR1 dual specificity phosphatase; 290,000 compounds, 0.52% hits; P51452; AID 1654; inhibition, % at 13.3 µM; recombinant VHR phosphatase, pNPP absorbance; in the data active = inhibition above about 50%; also: some compounds called inactive have numbers as strong as hits
Target sequence (P51452 whole entry, looked up): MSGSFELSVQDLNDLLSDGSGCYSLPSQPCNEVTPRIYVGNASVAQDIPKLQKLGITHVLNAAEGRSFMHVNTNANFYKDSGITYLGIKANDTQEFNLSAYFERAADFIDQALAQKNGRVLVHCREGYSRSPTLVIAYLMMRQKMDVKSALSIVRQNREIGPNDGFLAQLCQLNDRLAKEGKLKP
An asterisk follows results filed as active; i = inactive; / = not tested or not shown; & = joins results of further samples. Only part of the results is shown; rates above refer to the full screens.

SMILES	SARS 3CLpro inh	Mtb FBA inh	SSB-PriA inh	GDH-TPI inh	UGM FP inh	BH1578 lux ind	BioA inh	MazEF act	Rv3671c inh	VHR inh abs
C[C@@H]1CN([C@H](C)CO)C(=O)CCCn2nncc2CO[C@H]1CN(C)C(=O)Nc1cccc2ccccc12	/	21	/	10	/	-0.5	-0.9&-2.2	-2	/	/
O=C(c1ccc2c(c1)OCO2)C1CCCN(Cc2cn[nH]c2-c2ccccc2)C1 (configuration not stated)	-3	5	4	4	-0.4	-0.2	/	4	-4	26
O=C(CSc1nc2[nH]ncc2c(=O)[nH]1)NCc1ccccc1Cl	4	-1	8	4	0.4	-2.4	2.4	1	1	8
CC(=O)Nc1ccc(/C=N/NC(=O)CNC(=O)c2ccccc2)cc1	8	-4	/	4	-0.9	-1.6	/	12	2	5
CC1(C)Cc2c(C#N)c(OCC(=O)c3ccccc3)nc(-c3ccoc3)c2CO1	0	2	-2	11	-1.3	-0.4	-1.3	7	-5	-17
COCCn1cnc2c1c(=O)n(CC(=O)OCC(=O)NCCCc1ccccc1)c(=O)n2Cc1ccccc1	2	0	-7	2	-2.3	1.0	/	3	0	5
COc1ccc(-c2[nH]ncc2CN(CCO)Cc2cccs2)c(F)c1	-6	5	-1	-3	1.5	4.3	0.0	4	4	35
CC1(C)CC(=O)C(C=Nc2ccc(Cl)cn2)=C(O)C1	-3	4	-8	7	-0.7	i	-0.1	6	4	29
COCCN(C(=O)CSc1nnc(Nc2ccc(C)cc2)s1)c1c(N)n(CC(C)C)c(=O)[nH]c1=O	-1	-4	-2	7	0.6	-0.7	/	4	-2	18
COc1ccc(C2C3=C(CC(C)(C)CC3=O)Nc3cc4c(cc32)OCO4)cc1 (configuration not stated)	2	13	-4	9	-1.8	0.7	-0.5	9	9	21
Cc1ccc(OCC(=O)N/N=C/c2ccc3c(c2)OCO3)cc1C	-4	-2	/	3	/	-0.3	/	9	/	-6
COc1cccc(C(=O)NCC(=O)N/N=C/c2cccnc2)c1	-3	3	/	8	1.4	5.6	11	4	5	4
O=C(Nc1ccc(O)cc1)c1ccc2c(c1)C(=O)N(Cc1cccnc1)C2=O	1	6	-6	12	2.9	i	-2.3	2	6	10
COC(=O)CNS(=O)(=O)c1ccc(Cc2ccc(S(=O)(=O)NCC(=O)OC)cc2)cc1	-1	4	-3	20	0.4	-0.5	-4.1	0	-4	8
CCC(=O)c1ccc(OCC(=O)NC2(C#N)CCCCC2)cc1	-1	2	-1	-1	0.7	-1.2	/	3	-15	-5
COC(=O)c1cc(C(C)=O)n2ccccc12	-4	-1	1	13	-0.4	-0.3	-0.2	-2	1	14
CCCCN(C(=O)c1cccs1)c1c(N)n(Cc2ccccc2)c(=O)[nH]c1=O	/	-2	2	-4	0.4	i	-2.0	8	1	/
O=C(CSc1ncn[nH]1)Nc1ccccc1-c1ccccc1	-4	0	-6	6	1.7	/	-1.4	-3	-8	8
COc1ccc(-n2nc(C(=O)NCC(=O)NC3CCCCC3)c3ccccc3c2=O)c(OC)c1	1	-1	1	-2	-1.6	-0.2	-4.5	-1	-6	31
O=C(Nc1ccccc1)c1ccc(S(=O)(=O)NCc2ccco2)cc1	6	0	-10	5	-1.2	0.5	-1.7	12	-1	-1
N/N=C(\c1ccccc1)c1cc(Br)ccc1N	2	-7	/	0	0.8	i	1.1	2	1	-23
Cc1ccc(/C(N)=N/OC(=O)c2cccc(F)c2)cc1	-3	1	i	8	1.2	-0.1	-1.9	-8	-7	10
CC(=O)Nc1ccc(C(=O)NN2C(=O)NC3(CCCCC3)C2=O)cc1	/	1	5	-17	/	-0.4	2.5	13	8	/
O=C(NCc1ccccc1)C1=C[C@H](c2ccc(Br)cc2)C[C@H](OCCCCO)O1	/	-2	2	-3	1.6	4.0	-1.6	-6	0	/
Cc1nonc1NC(=O)CSc1nnnn1-c1ccccc1	-1	3	-5	11	1.9	i	-2.6	11	1	12
S=c1[nH]nc(Cc2cccc3ccccc23)o1	1	-3	-8	0	1.1	-0.3	/	-14	2	-5
Cc1ccc(NC(=O)C(=O)NCC2CCCN2S(=O)(=O)c2cccs2)cc1 (configuration not stated)	/	-1	11	2	1.4	i	11	2	-8	/
Cc1cc(CN2C(=O)c3ccccc3C2=O)no1	-3	-3	-12	7	-2.9	-0.3	-2.2	-1	4	22
O=C(NCCN1CCOCC1)c1ccc(Cl)nc1	0	4	-12	2	0.3	-0.3	1.4	-1	0	-24
COCCOC(=O)c1sc2nc[nH]c(=O)c2c1C	-1	13	-15	2	4.0	i	/	-25	-3	-2

Full records from above. Screens in order: SARS 3CLpro inh | Mtb FBA inh | SSB-PriA inh | GDH-TPI inh | UGM FP inh | BH1578 lux ind | BioA inh | MazEF act | Rv3671c inh | VHR inh abs
Entry for Cc1cc(CN2C(=O)c3ccccc3C2=O)no1 : -3 | -3 | -12 | 7 | -2.9 | -0.3 | -2.2 | -1 | 4 | 22
Entry for Cc1ccc(NC(=O)C(=O)NCC2CCCN2S(=O)(=O)c2cccs2)cc1 (configuration not stated) : / | -1 | 11 | 2 | 1.4 | i | 11 | 2 | -8 | /
Entry for CC(=O)Nc1ccc(C(=O)NN2C(=O)NC3(CCCCC3)C2=O)cc1 : / | 1 | 5 | -17 | / | -0.4 | 2.5 | 13 | 8 | /
Entry for COCCOC(=O)c1sc2nc[nH]c(=O)c2c1C : -1 | 13 | -15 | 2 | 4.0 | i | / | -25 | -3 | -2

Other structures follow:
SMILES	SARS 3CLpro inh	Mtb FBA inh	SSB-PriA inh	GDH-TPI inh	UGM FP inh	BH1578 lux ind	BioA inh	MazEF act	Rv3671c inh	VHR inh abs
C#CC(C)(C)NC(=O)c1sccc1Oc1ccc(F)cc1[N+](=O)[O-]	0	-3	5	-10	-0.4	0.6	/	2	5	33
C[C@H](CO)N1C[C@H](C)[C@@H](CN(C)C(=O)C2CCOCC2)Oc2ncc(Br)cc2C1=O	/	-1	/	2	/	-0.7	-1.4&0.8&0.8	3	/	/
COc1cc(OC)c(C(=O)OCC(=O)NC2CCCCCCC2)cc1OC	/	-2	-5	4	0.0	/	/	11	-1	/
CC(C)CCP(=O)(O)c1ccccc1	-4	-4	10	6	0.2	-0.2	4.9	-1	-1	-30
CC(C)CC(=O)NCCCN1CCN(CCCNC(=O)CC(C)C)CC1	-1	0	-19	1	-0.7	-0.7	-1.9	2	-8	12
O=C(CSc1nc2cc(Cl)ccc2s1)N1CCCc2ccccc21	4	1	-19	3	-0.4	i	-0.4	-3	-6	-1
Cc1[nH]n(-c2ccc(Br)cc2)c(=O)c1/C=N/NC(=O)c1ccccc1	-1	0	/	13	-3.2	i	1.0	7	/	30
COc1ccc(CCNS(=O)(=O)c2ccc(-n3cnnn3)c(OC)c2)cc1OC	1	0	-4	10	-1.1	-4.6	0.1	0	10	13
Cc1nn2c(SCC(=O)c3cccs3)cc(C(C)(C)C)nc2c1-c1ccccc1	-1	0	-7	9	-1.5	-0.4	/	-5	5	4
CCOc1ccc(-n2c(=S)sc3c(=O)[nH]c(SCC(=O)NCC4CCCO4)nc32)cc1 (configuration not stated)	-4	2	0	30	/	-0.5	-0.5	-19	-2	0
CC(C)N1CCc2c(sc(NC(=O)C3CCCCC3)c2C(N)=O)C1	8	-1	-2	-8	3.6	-0.6	-0.9	15	-5	21
CN1CCC(OC(=O)COc2ccc(Cl)cc2Cl)CC1	2	-1	-1	-7	-3.4	i	-0.5	0	5	8
Cn1c(-c2ccccc2)c(C#Cc2ccc(N)cc2)c2ccccc21	/	10	1	6	2.5	0.4	-2.1	11	-1	/
Cc1cccc(NC(=O)c2ncn3c2C(=O)NC[C@@H]3C)c1	/	-3	/	-5	/	-1.0	-1.3	5	/	/
COCCNC(=O)C1(C)CCCN(CCC(=O)c2ccc(Br)cc2)C1 (configuration not stated)	/	0	/	6	/	0.2	1.6	/	/	/
Cc1cccc(Cn2c(N(C)CCO)nc3c2c(=O)[nH]c(=O)n3C)c1	-2	4	-6	7	1.4	-0.6	-0.5	1	-6	2
CN1C2CCC1CC(NC(=O)CSc1ccc(C(C)(C)C)cc1)C2 (configuration not stated)	0	2	-21	10	0.4	-0.5	/	4	11	10
Cc1cc(NC(=O)Cc2cc(F)cc(F)c2)no1	2	-2	-3	0	3.3	-0.5	-2.3	0	-3	-1
COc1ccc(CCNC(=O)COC(=O)c2cc(S(=O)(=O)NCc3ccccc3)ccc2O)cc1OC	9	8	-8	9	4.1	-2.3	/	4	-1	21
N#Cc1ccc(OCC(=O)NCCN2CCOCC2)cc1	/	-2	-15	10	-2.9	-0.2	-1.1	1	2	/
CC(C)(C)c1ccc(OC2=CS(=O)(=O)c3ccccc32)cc1	5	-3	-2	-6	0.1	-0.8	-1.8	-5	1	6
CCc1nnc(NC(=O)CSc2nnc(-c3ccoc3C)n2CC(C)C)s1	0	-2	-9	1	3.2	-1.2	1.4	4	9	7
CCOc1ccc(-n2c(SCC(=O)N3CCC(C(=O)O)CC3)nc3ccccc3c2=O)cc1	-4	0	-6	4	4.5	-0.2	0.2	5	4	4
COC(=O)c1c(N)sc2c1CC(C)(C)OC2	-2	-1	-16	-6	-1.7	-0.2	-0.2	-6	9	19
c1ccc(Sc2ccccn2)cc1	/	-4	-18	6	-2.7	i	0.2	8	4	/
CC(=NNC(=S)Nc1ccccc1)c1ccccn1	/	0	/	14	/	i	/	6	/	/
COc1cc(C2C(C#N)=C(N)Oc3n[nH]c(-c4ccccn4)c32)cc(OC)c1OC (configuration not stated)	0	-4	-6	14	-0.9	i	0.9	-6	-6	10
O=C(Nc1ccc2c(c1)OCO2)C1CC(=O)N(c2ccccc2)C1 (configuration not stated)	3	-1	3	-7	-0.6	-3.3	-0.9	3	1	12
Cc1occc1C(=O)N/N=C/C=C/c1ccc(N(C)C)cc1	3	0	/	26	2.7	0.6	-2.4	-27	3	50
CCC(=O)OC1CSc2nc3ccccc3n2C1 (configuration not stated)	3	-2	-4	-3	-1.0	-0.2	1.5	7	-5	-8
CCOC(=O)C1(C)CCCN1C(=O)c1cncc(Br)c1 (configuration not stated)	/	3	/	16	/	1.2	-0.4	/	/	/
COc1ccc(CN(CC2CCC(C(=O)O)CC2)C(=S)Nc2cccc(C)c2)cc1 (configuration not stated)	1	-1	-3	-4	-0.2	-0.6	/	6	0	14
CC(NC(=O)COc1ccc(/C=N/NS(=O)(=O)c2ccccc2)cc1)c1ccccc1 (configuration not stated)	7	1	/	0	-1.6	-0.8	/	0	-1	14
CCCOP(=O)(c1ccc(N(C)C)cc1)C(O)c1ccccc1OC (configuration not stated)	-6	3	-1	-4	-4.3	-0.3	3.2	0	-1	37
Cn1c(=O)c2c(nc(N3CCN(c4ccccn4)CC3)n2Cc2ccccc2Cl)n(C)c1=O	-2	-1	8	4	0.4	-1.7	2.1	14	-2	22
O=C(C(=S)N1CCOCC1)c1c[nH]c2ccccc12	2	3	9	4	-4.8	1.6	/	7	9	-11
CCc1nc(N)nc(N)c1-c1ccc(Cl)c(N=[N+]=[N-])c1	/	0&6	-6	8&7	/	i	/	7&9	/	/
Cc1cc(NC(=O)COc2ncnc3sc(C)c(C)c23)no1	0	1	3	-3	-0.2	i	-1.3	2	-5	35
CCOc1cccc(-c2c(C(=O)N/N=C/c3cccnc3)nnn2-c2nonc2N)c1	1	2	/	13	-3.0	-11	15	9	11	10
Cc1ccc(NC(=O)NNC(=O)CN2C(=O)COc3ccccc32)cc1	-6	-3	-23	-7	0.1	-0.4	0.1	5	5	-25
C=CCn1c(SCc2cc(C(C)=O)ccc2OCC)nc2ccccc2c1=O	-6	1	-5	2	2.6	-0.2	0.6	-16	-4	2
CN(C)S(=O)(=O)c1ccc(/C(O)=C2/C(=O)C(=O)N(Cc3cccnc3)C2c2ccco2)cc1 (configuration not stated)	-1	1	/	8	0.4	i	-1.7	-1	3	29

Source: PubChem BioAssay (several laboratories)
